Screens: PubChem, The Scripps Research Institute Molecular Screening Center
DDE Tn7 FP inh = disrupts Tn7 cyclic peptide binding to fibrin D-Dimer-E complex; P02675; actives 0.13% (n = 370,000); inhibition, % at 8.3 µM; FP displacement of FITC-Tn7 peptide from fibrin DD(E); 0% = median of compound wells per plate;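 active = inhibition above the mean of compounds falling within the control limits plus 3 SD of them, cut at about 14% in these data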;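 note: 0% = plate median of compound wells and 100% = 10 µM Aha-Tn7 peptide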
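Assay system: Fibrin-DD(E) protein isolated from polymerized human fibrin clots; read-out basis: percent inhibition; medium: Tris/NaCl/CaCl2 buffer, pH 7.8; signal: FP measurement; incubation: 10 min plus 3 h, room temperature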
PLC-beta3 inh = inhibitors of human phospholipase C beta3; AID 720704; inhibition, % at 12.2 µM; actives 0.18% (n = 370,000); Q01970; Purified PLC-beta3, fluorogenic substrate, fluorescence; in the data active = inhibition above about 11%;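 note: 0% = median of compound wells on plate and 100% = full blocker control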
Target sequence (Q01970 whole entry, looked up): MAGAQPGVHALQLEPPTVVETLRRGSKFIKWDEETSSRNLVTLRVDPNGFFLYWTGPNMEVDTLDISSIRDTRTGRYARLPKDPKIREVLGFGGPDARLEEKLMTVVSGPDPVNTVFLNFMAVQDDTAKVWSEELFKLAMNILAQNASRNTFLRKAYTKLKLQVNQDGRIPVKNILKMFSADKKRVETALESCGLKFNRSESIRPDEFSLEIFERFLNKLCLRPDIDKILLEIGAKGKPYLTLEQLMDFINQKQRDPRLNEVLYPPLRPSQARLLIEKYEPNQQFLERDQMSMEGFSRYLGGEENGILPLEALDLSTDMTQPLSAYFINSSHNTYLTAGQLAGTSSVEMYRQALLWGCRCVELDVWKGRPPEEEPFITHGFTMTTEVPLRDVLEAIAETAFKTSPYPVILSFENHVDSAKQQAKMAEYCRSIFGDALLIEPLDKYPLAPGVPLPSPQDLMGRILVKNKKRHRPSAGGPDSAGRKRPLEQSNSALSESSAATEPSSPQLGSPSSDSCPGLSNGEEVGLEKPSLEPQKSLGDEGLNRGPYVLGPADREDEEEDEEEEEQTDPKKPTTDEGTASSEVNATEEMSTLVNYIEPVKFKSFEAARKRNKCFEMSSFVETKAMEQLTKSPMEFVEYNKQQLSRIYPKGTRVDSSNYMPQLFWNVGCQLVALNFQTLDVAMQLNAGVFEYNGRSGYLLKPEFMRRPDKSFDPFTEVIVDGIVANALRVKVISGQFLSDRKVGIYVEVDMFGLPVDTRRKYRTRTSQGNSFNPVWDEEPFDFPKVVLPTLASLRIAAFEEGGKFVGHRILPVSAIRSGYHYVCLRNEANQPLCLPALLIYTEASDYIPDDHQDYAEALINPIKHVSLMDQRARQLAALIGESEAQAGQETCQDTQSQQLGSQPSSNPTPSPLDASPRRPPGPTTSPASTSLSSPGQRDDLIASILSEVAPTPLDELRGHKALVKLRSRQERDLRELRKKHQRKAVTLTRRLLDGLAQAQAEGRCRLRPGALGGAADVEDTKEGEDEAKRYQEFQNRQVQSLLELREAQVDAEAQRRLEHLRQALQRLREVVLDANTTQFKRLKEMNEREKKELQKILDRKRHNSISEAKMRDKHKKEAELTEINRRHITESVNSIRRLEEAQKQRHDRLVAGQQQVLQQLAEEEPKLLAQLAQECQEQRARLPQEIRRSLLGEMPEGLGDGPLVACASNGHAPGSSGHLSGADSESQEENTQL
ADAM17 inh = ADAM17 inhibition, QFRET primary screen. P78536. recombinant ADAM17, EDANS/DABCYL FRET peptide cleavage. inhibition, % at 6.95 µM. actives 0.83% (n = 370,000);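 active = inhibition above the mean of compounds lying between control limits plus 3 SD, set per campaign, cut at about 8.5% in these data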;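 note: 0% = DMSO-only wells as the low control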
SIAE inh = blocks human sialic acid acetylesterase. inhibition, % at 9.66 µM. actives 0.69% (n = 370,000). SIAE FP-Rh probe binding, fluorescence polarization;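 active = inhibition above a cutoff: mean of compounds within the control limits plus 3 SD of those, cut at about 17% in these data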;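 note: 0% = plate median of compound wells and 100% = probe without SIAE protein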
PLCg1 inh = blocks human PLC-gamma1 enzyme activity | actives 0.84% (n = 370,000) | P19174 | AID 720700 | inhibition, % at 12.2 µM | purified PLC-gamma1, fluorogenic substrate, fluorescence; in the data active = inhibition above about 9.5%
ADAM10 inh = inhibits human ADAM10 | inhibition, % at 7 µM | AID 720582 | recombinant ADAM10, EDANS/DABCYL FRET peptide cleavage, 3 h | actives 0.62% (n = 370,000) | O14672;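 active = inhibition above a per-campaign cutoff equal to the mean of compounds falling between control-based bounds plus 3 SD, cut at about 20% in these data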;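 note: 0% = DMSO wells while the 100% control is not disclosed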
TDP2 inh = blocks human TDP2 phosphodiesterase activity | O95551 | recombinant TDP2, T5PNP hydrolysis, p-nitrophenol absorbance 415 nm | inhibition, % at 12.8 µM | actives 0.34% (n = 370,000);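 active = inhibition above the mean of all tested compounds plus 3 SD, set per campaign, cut at about 25% in these data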;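 note: 0% = DMSO with enzyme and 100% = buffer with substrate but no TDP2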
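Test system: human TDP2 enzyme; Input: 120 nM TDP2 per well; Buffer or medium: Mg2+-containing Tris-HCl buffer, pH 7.5; Reagent: 5 mM T5PNP; Dosing: 12.8 µM single point, 1% DMSO; Incubation: reaction 2 h, 37 °C; Detection: p-Nitrophenol epi absorbance; Read-out: % inhibition relative to enzyme-containing and enzyme-free wells; Replicates: single well per compound.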
ARFGAP1 inhibitor = inhibits rat ARF GTPase activating protein 1 | Arfgap1-stimulated ARF1 GTP hydrolysis, GDP FP detection | inhibition, % at 16.5 µM | actives 0.26% (n = 360,000) | AID 651572;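 active = inhibition above a per-plate limit, mean inhibition of low control wells plus 3 SD, cut at about 25% in these data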;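 note: 0% = DMSO wells with enzyme and 100% = wells lacking Arfgap1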
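system = rat Arfgap1 catalytic domain, aa 1-136 | technique = FP, GDP Alexa 633 tracer displaced from anti-GDP antibody, 620/688 nm | compound = one concentration, 16.5 µM, DMSO 1.26% | medium = HEPES-based buffer, pH 7.5 | timing = compound-enzyme preincubation 20 min, reaction 120 min, detection 60 min, 25 °C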
ASAP1 inh = blocks human ASAP1-stimulated Arf1 GTP hydrolysis | Q9ULH1 | GDP FP detection | inhibition, % at 16.5 µM | actives 0.19% (n = 360,000) | AID 624377; in the data active = inhibition above about 25%;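 note: 0% = vehicle with enzyme and substrate and 100% = no enzyme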
DDE Tn6 FP inh = DD(E)-Tn6 binding inhibition, primary FP screen; Fibrin DD(E) TRITC-Tn6 fluorescence polarization displacement; inhibition, % at 8.3 µM; actives 0.21% (n = 370,000);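 active = inhibition above a per-campaign cutoff: mean of compounds within control limits plus 3 SD, cut at about 15% in these data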;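 note: 0% = median of all compound wells on the plate and 100% = blocking peptide control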
* = called active by the depositor; i = inactive; . = not tested or not shown.

SMILES | DDE Tn7 FP inh | PLC-beta3 inh | ADAM17 inh | SIAE inh | PLCg1 inh | ADAM10 inh | TDP2 inh | ARFGAP1 inhibitor | ASAP1 inh | DDE Tn6 FP inh
CCCCNC(=O)C1CCCNC1=O (stereo not drawn) | -1 | 2 | -3 | -2 | -1 | 9 | -1 | -2 | 4 | -1
CCCCN1C(=O)C(CC(=O)NC2CC2)CC(C(=O)N2CCOCC2)=C1C (stereo not drawn) | -3 | 6 | 0 | 0 | 1 | 0 | 7 | -2 | -3 | -2
COc1ccc(CC2(CO)CCN(Cc3cnn(-c4ccccc4)c3)CC2)cc1 | 3 | 3 | -4 | 10 | -1 | -1 | -1 | -1 | 8 | 11
Cn1c(=O)cc(SCC(=O)NCC2CCCO2)c2ccc(Cl)cc21 (stereo not drawn) | -7 | 1 | 2 | 0 | 3 | -1 | -2 | -3 | 2 | 2
COc1cccc(C(=O)N/N=c2/oc3ccccc3cc2C(N)=O)c1 | 14* | -6 | 1 | 5 | 1 | -5 | -11 | -8 | 1 | -1
CN1CCN(C(=O)c2ccc3c(c2)NC(=O)C(C)(C)O3)CC1 | 3 | 1 | -2 | -8 | -1 | 1 | 0 | 1 | -14 | 0
Cc1noc(NS(=O)(=O)c2ccc(N/C=C\C(=O)c3ccc4c(c3)OCO4)cc2)c1C | 5 | -42 | 3 | 2 | -22 | 0 | -4 | 3 | -8 | 6
O=C(CNc1ccc(F)cc1)N/N=C1\CCCc2ccccc21 | 3 | -7 | -2 | 7 | -3 | 1 | 1 | -10 | 18 | 0
Cc1onc(-c2ccccc2Cl)c1C(=O)N1CCCCC1C (stereo not drawn) | 2 | -30 | -1 | 14 | 3 | 11 | -25 | 10 | 12 | 1
CC(C)CCn1c(=O)c(C(=O)N/N=C/c2cccc(F)c2)c(O)c2ccccc21 | 2 | 0 | 1 | 0 | 7 | 2 | -5 | -5 | 2 | 2
COc1cccc(N2CCN(S(=O)(=O)c3ccc(CN4C(=O)c5cccnc5C4=O)cc3)CC2)c1 | 4 | -4 | -4 | 2 | 0 | 2 | 9 | -9 | 2 | 2
Cc1[nH]n(-c2ccccc2)c(=O)c1C=Nc1cnc2ccccc2c1 | 0 | -167 | -214 | -7 | -139 | i | 12 | -8 | -6 | -3
COc1ccc(N(Cc2cc3cccc(C)c3[nH]c2=O)C(=O)C2CCCO2)cc1 (stereo not drawn) | 3 | -8 | -9 | -2 | -3 | -9 | -3 | 0 | -10 | 0
O=C(Nc1nc2c(s1)CCCC2)C1CCCN1C(=O)c1cccs1 (stereo not drawn) | 0 | -1 | -3 | 3 | 1 | 0 | 1 | 0 | -1 | 2
Oc1c(C=C2N=c3ccccc3=N2)sc(=S)n1-c1ccccc1 | 2 | -4 | -1 | 1 | 1 | -4 | 3 | 6 | 3 | 1
FC(F)(F)c1cccc(-c2cc3ccccc3nc2N2CCCC2)c1 | 3 | -1 | -3 | 2 | -1 | -22 | -4 | 0 | -7 | 0
CCc1ccccc1NC(=O)C1=CN2CCS(=O)(=O)N=C2C=C1 | -5 | -15 | -9 | -2 | -9 | -29 | 16 | 16 | -1 | -1
CC(C)Sc1nc2c(c(=O)n(C)c(=O)n2C)n1C | 6 | 1 | -2 | 0 | 2 | -4 | -5 | -5 | 6 | -11
Cc1cc(C)cc(NC(=O)c2ccc(CN3CCc4ccccc4C3)cc2)c1 | 7 | -6 | 0 | -1 | 1 | -2 | -6 | 3 | 9 | -6
CC(C)OCCCN1CC(=O)N2[C@@H](Cc3c([nH]c4ccccc34)C2(C)C)C1=O | -1 | 3 | 0 | 6 | 3 | 3 | -5 | 2 | -1 | 0
O=C(Nc1ccccc1)c1cn(CCBr)cn1 | -4 | -8 | -7 | -7 | 8 | -1 | -16 | 18 | 9 | -6
CCCC(c1nnnn1CS(=O)(=O)c1ccc(C)cc1)N1CCC(C(N)=O)CC1 (stereo not drawn) | -5 | 0 | 5 | -3 | 1 | 12 | -2 | -3 | 5 | 3
CC1C(=O)N(Cc2cn(Cc3ccco3)nn2)CCS(=O)(=O)N1Cc1ccc(-c2cccc(N(C)C)c2)cc1 (stereo not drawn) | 2 | -22 | -15 | 0 | -18 | -57 | -4 | 4 | -4 | -1
NC(=O)CSc1nnc(-c2ccc(S(=O)(=O)N3CCCC3)cc2)o1 | -14 | -4 | -1 | -1 | -4 | -4 | -1 | -7 | -7 | -7
CC(=O)Nc1ccc(S(=O)(=O)N2CCCCC2c2cccnc2)cc1 (stereo not drawn) | -2 | -2 | -4 | 5 | -3 | -1 | 3 | 5 | 1 | -5
CC(=O)NCCCOc1ccc([N+](=O)[O-])cc1Cl | -7 | -1 | 0 | 0 | 1 | 8 | -12 | 2 | 3 | 0
CC(C)OCCCNC(=O)c1ccc(C2SCC(=O)N2Cc2ccco2)cc1 (stereo not drawn) | -4 | -11 | -5 | 5 | -5 | -8 | 8 | 5 | -7 | 2
N/C(=N\OS(=O)(=O)c1cc(Cl)ccc1Cl)c1ccncc1 | 3 | -1 | -1 | 2 | 1 | -9 | 0 | 12 | 6 | -6
CCOC(=O)Cc1nnc(NC(=O)CSc2ccccc2)s1 | 3 | -7 | -5 | -6 | -7 | -7 | 3 | 0 | 5 | 8
O=C(OCC(=O)N1CCc2ccccc21)c1ccc([N+](=O)[O-])o1 | -5 | -4 | 2 | -16 | 8 | 3 | -15 | -4 | 5 | -7
CCOc1ccc(-n2c(SCC(=O)NC3CCS(=O)(=O)C3)nnc2-c2cccnc2)cc1 (stereo not drawn) | 2 | -8 | -6 | 13 | -1 | 2 | -6 | 5 | -2 | 6
CSc1nnc(Cc2ccc3c(c2)OCO3)o1 | 3 | 3 | -3 | -8 | 1 | 6 | -5 | 11 | 4 | 1
N#Cc1ccc(OC[C@@H](O)CN2CCC(C(O)(c3ccccc3)c3ccccc3)CC2)c(F)c1 | -1 | 2 | 1 | -5 | 1 | 3 | 1 | . | . | 3
CCN(CC)S(=O)(=O)c1ccc(Cl)c(C(=O)NC2CCCC2)c1 | -3 | 1 | -4 | 0 | -1 | -7 | 5 | -5 | 0 | 2
CC(C)(C)C(c1nc2ccccc2[nH]1)n1c(-c2cc(Cl)cc(Cl)c2)nc2ccccc21 (stereo not drawn) | 3 | 4 | 6 | -121 | -1 | 15 | 1 | 4 | 3 | -11
COc1cc(NC(=O)CCc2nnc3ccc(N4CCN(c5cccc(OC)c5)CC4)nn23)cc(OC)c1 | 0 | -6 | -1 | 4 | 0 | 5 | 3 | 1 | 2 | -2
CNC(=O)C1CCN(S(=O)(=O)c2c(C)noc2/C=C/c2cccc(OC)c2)CC1 | -4 | -47 | -10 | 0 | -36 | -78 | -5 | 9 | 8 | 4
COCCCN1C(=O)C(O)=C(C(=O)c2ccco2)C1c1ccccc1 (stereo not drawn) | -5 | 0 | -1 | -3 | 0 | 12 | 6 | 0 | -3 | 7
Cn1c(CCN2CCN(c3ccccn3)CC2)nc2cc(NC(=O)COc3ccccc3)ccc21 | -1 | -3 | -8 | 70* | -1 | -19 | 12 | 7 | -3 | 5
CCOc1ccc(N2C(=O)C3CCCN3C2=O)cc1 (stereo not drawn) | -3 | -1 | -5 | 5 | 0 | -9 | -3 | 6 | 6 | -4
O=C(C/C(=N\NC(=O)c1ccccc1Br)C(F)(F)F)c1cccs1 | -2 | -1 | 2 | 1 | 0 | 2 | -2 | 2 | -10 | 6
CCOC(=O)c1csc(CCNC(=O)c2ccccc2)n1 | -5 | -3 | -6 | 0 | -3 | -19 | -7 | 1 | 2 | -2
c1ccc(COc2ccc(OCCCN3CCCCC3)cc2)cc1 | 10 | 6 | -5 | -3 | -1 | -6 | -5 | -8 | -4 | 11
COc1ccc(Br)cc1-c1nc(CCl)cs1 | -8 | 1 | 1 | -4 | -1 | -2 | -4 | -3 | 9 | -1
CCOc1ccccc1C(=O)N(CCC(=O)OC)c1ccccn1 | -2 | 1 | 0 | 3 | -1 | 1 | 3 | 9 | -1 | 3
O=C(Cc1ccccc1)NCC1CCCO1 (stereo not drawn) | 0 | 2 | -3 | 1 | 2 | 4 | 3 | -1 | -9 | -8
CCOC(=O)Cn1c2c(c(=N)c3ccccc31)CCC2 | 3 | 2 | -3 | 4 | 2 | -13 | 4 | 14 | -5 | 4
COc1ccc(-c2csc(Nc3ccccn3)n2)cc1OC | -4 | -17 | 4 | 5 | 0 | 13 | 8 | 10 | 7 | -5

Next part (2 carried over from the part before).
SMILES | DDE Tn7 FP inh | PLC-beta3 inh | ADAM17 inh | SIAE inh | PLCg1 inh | ADAM10 inh | TDP2 inh | ARFGAP1 inhibitor | ASAP1 inh | DDE Tn6 FP inh
CCOC(=O)Cn1c2c(c(=N)c3ccccc31)CCC2 | 3 | 2 | -3 | 4 | 2 | -13 | 4 | 14 | -5 | 4
COc1ccc(-c2csc(Nc3ccccn3)n2)cc1OC | -4 | -17 | 4 | 5 | 0 | 13 | 8 | 10 | 7 | -5
CCOC(=O)N1CCN(C(=O)C[C@H]2C[C@@]3(C(=O)OC)C(=C[C@H](COCc4ccccc4)O[C@@H]3C)N(CCc3ccc(OC)c(OC)c3)C2=O)CC1 | 4 | 2 | 3 | -2 | -1 | 4 | 8 | . | . | -4
Cc1ccc(F)cc1NC(=O)/C=C/c1ccc(S(=O)(=O)N2CCOCC2)cc1 | 0 | 6 | 2 | -4 | 5 | 8 | 3 | 5 | 7 | 3
COc1cccc(NC(=O)N[C@@H](Cc2ccccc2)C(=O)O)c1 | 8 | 0 | -6 | -8 | -3 | 2 | 10 | 5 | -3 | 5
CN1C2=N[C@@H](c3cccc(C(F)(F)F)c3)CC(=O)N2/C(=C\c2ccccc2)[C@H]1c1ccccc1 | -4 | -12 | 0 | 0 | -3 | 6 | 0 | . | . | -16
Fc1ccccc1CSc1nnc(-c2cnccn2)n1Cc1ccco1 | 0 | 2 | 1 | -4 | -1 | -4 | -3 | -5 | -12 | 5
C=CCc1ccccc1OCC(O)CNC1CCCC1 (stereo not drawn) | -6 | -6 | 0 | 5 | 0 | -1 | 7 | -1 | -1 | 3
OCCCn1c(CCCNc2nc(-c3cccc(Br)c3)cs2)nc2cc(Cl)c(N3CCCCC3)cc21 | 6 | -4 | 6 | -1 | -3 | 19 | -3 | 15 | 7 | 6

Compounds were not picked by outcome, and some 3.6% of all compounds hit somewhere here.
